POLK inh: inhibitors of human DNA polymerase kappa; 400,000 compounds, 0.53% hits; purified Pol kappa, fluorescent DNA synthesis assay, 10 min; Q9UBT6; Potency, µM (top dose mostly 107 µM), for the others: at the top dose activity, negative = inhibition, usual class: inhibitors; note: potency is the fitted concentration of half-maximal effect; % is set by controls: 0 for no effect and ±100 for the full control effect
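10 nM Pol kappa preincubated 15 min at room temperature with compounds, then reaction started with substrate at 50 nM final. Fluorescence read kinetically at 0 and 10 min; buffer-only wells served as negative control.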
LDHA inh: LDHA (human) enzyme inhibition; purified LDHA, NADH/diaphorase-resazurin fluorescence; stronger effect = lower value; activity change, % (values are at about 110 or 230 µM); 480,000 compounds, 0.15% hits; in the data active = activity change below about -30%; inconclusive = mostly about -25% to -30%;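 note: plate controls were DMSO wells for no effect and wells without enzyme for full effect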
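Resorufin fluorescence (ex540/em590), read at 0 and 20 min after diaphorase/resazurin addition, reports the NADH left after a 5 min room-temperature reaction of 2 nM human LDH5 with 0.06 mM NADH and 0.2 mM pyruvate.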
ERG Ets-DNA blk: blocks human ERG Ets domain binding to DNA; P11308; fluorescence polarization, His-ERG Ets domain / labelled DNA; Potency, µM (series often up to 76.9 µM), inactives show top-dose FP activity, negative = inhibition, actives largely listed as inhibitors; 370,000 compounds, 0.028% hits; active = well fitted inhibition curve with a large enough effect in the polarisation, with a control signal flat; inconclusive = small, poorly fitted or top-dose-only effect, or effect the other way, or a change in a side signal; inactive = no such curve, though single readings can be large or run the other way; the % refers to the polarisation;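 note: polarization taken with two DNA probes labelled with fluorescein and Texas red; potency is the fitted concentration of half-maximal effect; % of control where 0% means no effect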
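His-tagged ERG Ets domain (1 uM in the protein solution; 300mM KCl, 50mM Tris-HCl, 1mM EDTA, 1mM DTT, pH 7.5) received compound, then a probe mix of 5 nM fluorescein-DNA and 100nM Texas-615-DNA. Fluorescence polarization was read for both dyes.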
Pol eta inh: blocks human DNA polymerase eta activity; recombinant Pol eta, fluorescent DNA replication assay; Q9Y253; Potency, µM (top dose mostly 114 µM), for inactives: at the top dose activity change, negative = inhibition, most hits filed as inhibitors; 390,000 compounds, 1.2% hits; note: potency is the fitted concentration of half-maximal effect; % is set by controls: 0 for no effect and ±100 for the full control effect
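Pol eta (10 nM) was preincubated with compounds for 15 min at room temperature, after which fluorescent replication substrate (50 nM final) was added to start the reaction. Fluorescence was read kinetically at 0 and 10 min.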
12-LOX inh: ALOX12 (human) lipoxygenase inhibition | P18054 | purified 12hLO, xylenol orange hydroperoxide absorbance | Potency, µM (top dose mostly 108 µM), for inactives: top-dose activity change, negative = inhibition, most hits filed as inhibitors | 580,000 compounds, 1.1% hits; note: potency is the fitted concentration of half-maximal effect; % is set by controls: 0 for no effect and ±100 for the full control effect
Target sequence (P18054 whole entry, looked up): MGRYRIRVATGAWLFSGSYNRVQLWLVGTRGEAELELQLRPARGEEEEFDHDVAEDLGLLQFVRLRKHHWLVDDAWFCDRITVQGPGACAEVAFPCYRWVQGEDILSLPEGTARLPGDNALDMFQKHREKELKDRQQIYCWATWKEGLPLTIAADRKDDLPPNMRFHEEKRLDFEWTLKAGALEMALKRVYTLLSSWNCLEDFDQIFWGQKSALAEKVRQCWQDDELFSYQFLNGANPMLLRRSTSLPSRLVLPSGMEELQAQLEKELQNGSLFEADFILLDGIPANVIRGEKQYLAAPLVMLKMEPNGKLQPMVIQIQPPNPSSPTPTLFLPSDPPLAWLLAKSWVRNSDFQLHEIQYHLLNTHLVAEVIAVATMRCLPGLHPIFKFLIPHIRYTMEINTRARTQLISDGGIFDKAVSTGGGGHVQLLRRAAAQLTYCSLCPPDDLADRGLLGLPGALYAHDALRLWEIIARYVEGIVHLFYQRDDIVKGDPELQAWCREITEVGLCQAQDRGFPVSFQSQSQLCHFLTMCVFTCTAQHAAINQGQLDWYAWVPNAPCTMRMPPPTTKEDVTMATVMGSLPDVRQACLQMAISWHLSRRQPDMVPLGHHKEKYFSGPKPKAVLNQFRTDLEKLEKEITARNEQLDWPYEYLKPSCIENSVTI
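Purified human 12hLO (150 nM final) in 25 mM Hepes, 0.01% Triton X-100, pH 7.0 was preincubated 15 min at room temperature with compound. Then 40 uM arachidonic acid was added, 30 min. Hydroperoxide was read by Fe-XO absorbance ratio 573/405 nm.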
Apoferritin bind: candidate novel general anesthetic via apoferritin binding; P02791; apoferritin/1-aminoanthracene competitive binding, fluorescence; Potency, µM (titrated, usually from 77.5 µM), for the others: top-dose activity change, negative = displacement, actives largely listed as inhibitors; 350,000 compounds, 0.074% hits; AID 485281; note: potency is the fitted concentration of half-maximal effect; % is set by controls: 0 for no effect and ±100 for the full control effect; nearly all actives have a fitted effect of over 20% in size
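In PBS, apoferritin at 10 uM is loaded with 1-AMA from a 50% saturated solution. After 10 min of compound exposure at ambient temperature, reduced 535 nm fluorescence indicates probe displacement.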
RGS4 inhibitor: inhibitors of human regulator of G protein signaling 4 | P49798 | AID 504845 | 390,000 compounds, 0.039% hits | Transcreener GDP fluorescence polarization, RGS4-accelerated GTP hydrolysis | Potency, µM (doses to about 114 µM), inactives show at the top dose activity change, negative = inhibition, hits mostly inhibitors; note: potency is the fitted concentration of half-maximal effect; % is set by controls: 0 for no effect and ±100 for the full control effect; nearly all actives have a fitted effect of over 75% in size; some results filed as inactive show a strong effect at the top dose
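MLSMR compounds (23 nl, pin-transferred) preincubated 10 min at room temperature with a 500nM (2x) first reagent, then RGS4 at 900nM (2x) plus Transcreener GDP mix added; fluorescence polarization (620/688 nm) read before and after 90 min at 30 °C.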
APE1 inh: blocks human APE1 abasic DNA cleavage. AID 2517. Potency, µM (series often up to 65.8 µM), for the others: top-dose activity change, negative = inhibition, most hits filed as inhibitors. recombinant APE1, TAMRA/BHQ-2 abasic DNA cleavage fluorescence. P27695. 350,000 compounds, 0.35% hits;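 note: potency is the fitted concentration of half-maximal effect; plate controls were vehicle for no effect and reference inhibitor for full effect; nearly all actives have a fitted effect of over 55% in size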
Target sequence (P27695 whole entry, looked up): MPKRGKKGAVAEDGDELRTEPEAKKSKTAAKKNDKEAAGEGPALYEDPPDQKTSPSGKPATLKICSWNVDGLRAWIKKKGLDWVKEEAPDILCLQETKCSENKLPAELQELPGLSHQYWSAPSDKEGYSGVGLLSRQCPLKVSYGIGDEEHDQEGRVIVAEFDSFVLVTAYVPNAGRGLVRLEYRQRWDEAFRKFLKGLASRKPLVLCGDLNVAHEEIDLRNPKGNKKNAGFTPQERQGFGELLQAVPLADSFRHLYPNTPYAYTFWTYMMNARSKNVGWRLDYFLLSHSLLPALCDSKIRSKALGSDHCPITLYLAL
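Kinetic fluorescence read (525 ex/598 em nm, three reads 60 s apart) of AP-site incision; signal = third minus first read. Enzyme 0.75 nM, dual-labelled THF duplex 50 nM, compound preincubation 15 min RT.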
POLB inh: inhibitors of human DNA polymerase beta; P06746; Pol beta primer extension/strand displacement, fluorescence kinetic; Potency, µM (top dose mostly 114 µM), inactives show at the highest dose activity change, negative = inhibition, most hits filed as inhibitors; 340,000 compounds, 1.3% hits; AID 485314; note: potency is the fitted concentration of half-maximal effect; % is set by controls: 0 for no effect and ±100 for the full control effect
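10 nM enzyme + cpd, 15 min RT; start with substrate 50 nM final; read 0 min and after 10 min RT. Corrected, normalized data; 4-parameter Hill curve fit.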
Active calls of the source: *; ? = inconclusive; · = no result given; & = joins results of further samples; [ ] = dose if it differs, or a comment. Unless noted, calls come from the whole dose curve; as a rule, active = well fitted curve in the direction sought with a large enough effect; inconclusive = small, poorly fitted or top-dose-only effect, or another doubt; inactive = no such curve, though single readings can be large; an effect the other way counts as inactive or inconclusive. The list is partial; count on the stated rates, not on these rows.

SMILES	POLK inh	LDHA inh	ERG Ets-DNA blk	Pol eta inh	12-LOX inh	Apoferritin bind	RGS4 inhibitor	APE1 inh	POLB inh
CSCCC(NS(=O)(=O)c1ccc2c(c1)OCCO2)C(=O)NCCc1ccccn1 (centres undefined)	6%	-8	-9%	-10%	-6%	-3%	-38%	-2%	2%
Cn1c(=O)n(C)c2cc([N+](=O)[O-])c(N3CCN(C(=O)c4ccc(F)cc4)CC3)cc21	-17%	-8	-2%	-11%	-12%	-9%	7%[56.9 µM]	1%	0%
COC(=O)C(Cc1ccccc1)NC(=O)C12CC3CC(CC(C3)C1)C2 (centres undefined)	-18%	0	1%	?	-1%	-3%	-4%	2%	12%
COc1cc([N+](=O)[O-])ccc1NC(=O)COC(=O)C=C(C)C	-2%	-4	-9%	-2%	16%	-19%	25%	1%	-1%
CN(C(=O)c1cccc(NC(=O)Cc2ccc([N+](=O)[O-])cc2)c1)C1CCCC1	-6%	-2	8%	-5%	-30%	·	2%	-5%	·
CCN(C(=O)CN1CCN(c2ccc(O)cc2)CC1)c1c(N)n(Cc2ccccc2)c(=O)[nH]c1=O	-36%	20	10%	12%	?	-21%	-48%	?	45µM*
COc1cccc(NC(=O)Cn2c(=O)cc(C)c3c(C)nn(-c4cccc(F)c4)c32)c1	-15%	-2	-1%	-3%	?	4%	-25%	·	2%
COc1ccccc1CNC(=O)C1CCN(S(=O)(=O)c2ccc3c(ccn3C)c2)CC1	-2%[60.1 µM]	1	2%	-12%	-1%	53%[activator]	-23%	·	0%
CC(C)(C)C1CCC(OCC(O)CN2CCN(Cc3ccccc3)CC2)CC1 (centres undefined)	5%	-1	13%	-16%	-30%	7%	-14%	17%	21%
O=C(Nc1nnc(-c2ccncc2)o1)C1CCCCC1	2%	4	-1%	-25%	-9%	-9%	-10%	0%	15%
CCOC(=O)CSc1nc2sc3c(c2c(=O)n1Cc1ccccc1)CC(C(C)C)OC3 (centres undefined)	-5%	-12	2%	3%	-12%	-2%	0%	·	17%
CCN(CC(=O)NCc1cccs1)C(=O)Cc1ccc(C)c(C)c1	-10%	-7	-3%	-13%	-2%	·	3%	-9%	·
Cc1oc(-c2ccc(Cl)cc2)nc1CN1CCC(C(=O)NCCCN2CCOCC2)CC1	8%	-2	0%	-10%	-3%	-8%	-25%	-8%	30%
CCN(CC)CCn1c2c(c(SCC(=O)Nc3ccc(C(C)C)cc3)nc1=O)CCC2	10%	2	17%	-22%	-8%	·	-4%	-9%	·
Cc1ccc(S(=O)(=O)N2CCC(=O)N(C(COCc3ccccc3)C(C)C)CC2)cc1 (centres undefined)	2%	0	5%	-24%	?	3%	-3%	?	9%
CO/N=C(/CS(=O)c1ccc(Br)cc1)c1ccc(OC)cc1 (centres undefined)	-18%	-3	-6%	-13%	-9%	?	-21%	4%	8%
CCCCn1c2c(c(=N)c3ccccc31)CCC2	-17%	-6	11%	1%	0%	4%	10%	2%	0%
Cc1ccc2nc(-c3ccc(N4C(=O)CC(N5CCN(CCO)CC5)C4=O)cc3)sc2c1 (centres undefined)	-1%	0	·	-19%	-18%	-8%	0%	2%	-15%
Cc1cc(C)cc(NC(=O)CCC(=O)N2CCSc3ccccc32)c1	12%&-2%	2&1	-20%&-1%	-25%&-23%	287%&-13%[activator]	?	-7%&-2%	31%	-25%&28%
O=C(CCS(=O)(=O)c1ccccc1)N1CCN(c2ccccc2F)CC1	-3%	-2	-4%	-23%	·	-12%	-9%	24%	-27%
O=C(CNC(=O)c1ccco1)NNC(=O)c1n[nH]c(=O)c2ccccc12	-7%	-4	-13%	-8%	9%	·	0%	-3%	·
COc1ccccc1N1CCN(CC(=O)c2c(C)n(C)c3ccccc23)CC1	-17%	0	?	3%	0%	-23%	11%[56.9 µM]	4%	22%
O=C(NNC(=O)c1cc(-c2ccncc2)nc2ccccc12)c1ccccc1O	-18%	5	0%	-9%	?	·	-9%	-4%	·
CCCCCCCC(=O)NNC(=O)Cc1ccccc1	4%	-6	-7%	-2%	-17%	-6%	-7%	-3%	0%
Cc1nn2c(=O)cc(COC(=O)c3cccc(NC(=O)c4ccc(F)cc4)c3)nc2s1	-3%[60.1 µM]	-3	2%	-1%	-14%	26%	-10%	·	13%
CCCCOc1ccccc1/C=N/NC(=O)CC#N	0%	0	-6%	-19%	3%	-10%	-7%[56.9 µM]	-5%	-15%
Cc1cc(Cl)ccc1NNC(=O)c1c(C)noc1C	1%	0	0%	-19%	32µM*	-5%	?	-1%	6%
CCN(C(=O)C(C)Sc1nnc(-c2ccncc2)n1C)C1CCCCC1 (centres undefined)	0%	1	-29%	-18%	?	·	-43%	24%	·
CC(=O)C1C(c2ccccc2OC(F)F)NC(=O)NC1(O)C(F)(F)F (centres undefined)	-18%	-1	7%	-5%	-16%	-18%	-5%	-2%	-6%
COC(=O)Cc1cc(=O)n(-c2nc3ccccc3[nH]2)[nH]1	-16%	-40*	9%	-15%	-21%	-9%	-1%	0%	79µM*
COc1ccc(COC(=O)CCN=C2NS(=O)(=O)c3ccccc32)cc1F	-3%	-4	7%	-17%	12%	·	-6%	6%	·
COC(=O)COc1ccc(-c2nn(C)c(=O)c3ccccc23)cc1	2%	0	-9%	-9%	-9%[57.4 µM]	-5%	-29%	11%	2%
CC(C)C(=O)Nc1ccc(S(=O)(=O)Nc2ccccn2)cc1	-4%	-7	-1%	-2%	-7%	-7%	5%	?	2%
NC1(C#Cc2ccc3oc(=O)c(-n4cc(C5(O)CCCCC5)nn4)cc3c2)CCCCC1	0%	5	15%	-17%	?	·	-11%	14%	·
CC(C)Cn1c(N)c(C(=O)COC(=O)c2ccc(O)cc2O)c(=O)n(C)c1=O	-2%	2	-7%	-1%	1%	·	-25%	11%	·
O=C1Nc2ccc(S(=O)(=O)NCC3CCCO3)c3cccc1c23 (centres undefined)	-17%	-5	-1%	-5%	-12%	681%[activator]	9%[56.9 µM]	-8%	-13%
O=C(C1CCN(S(=O)(=O)c2ccccc2)CC1)N1CCN(Cc2ccccc2)CC1	-11%	-6	-8%	-14%	-1%	-11%	-5%	11%	?
Cc1cc(C(=O)c2ccccc2)cc(C)c1O	-1%	-1	6%	-17%	-7%	·	-13%	·	·
Cc1ccsc1C(C(=O)NC1CCCCC1)N(C(=O)Cc1cccs1)C1CC1 (centres undefined)	-5%	-3	·	6%	12%	5%	15%	15%	16%
COc1ccc(-c2csc(NC(=O)c3c(OC)cccc3OC)n2)cc1	0%	0	11%	-6%	?	36%[activator]	-32%	11%	4%
Cc1ccc(-c2nn(-c3ccccc3)cc2C=O)o1	-17%	12	-4%	-2%	?	-23%	-14%	?	?
Fc1ccc(C(c2nnnn2Cc2cccs2)N2CCN(C3CCCCC3)CC2)cc1 (centres undefined)	-1%	2	7%	2%	0%	-21%	19%	12%	8%
COc1ccc(-c2nc(N)n[nH]2)cc1	-13%	1	-4%	-4%	484%[activator]	-8%	9%	2%	0%
Cc1nc2ccc(NC(=O)C3CCCCC3)cc2s1	-16%	-3	-2%	-7%	-11%	·	-34%	0%	·
Cc1ccc(COc2ccsc2C(=O)NN)cc1	7%	-7	14%	-7%	17%	?	3%	-4%	1%
COc1cc(OC)c(OC)cc1/C=N/NC(=O)C[n+]1ccccc1	-2%	-1	3%	-11%	-15%	-5%	-6%	3%	-10%

8 entries from above, reformatted.
SMILES,POLK inh,LDHA inh,ERG Ets-DNA blk,Pol eta inh,12-LOX inh,Apoferritin bind,RGS4 inhibitor,APE1 inh,POLB inh
Cc1ccsc1C(C(=O)NC1CCCCC1)N(C(=O)Cc1cccs1)C1CC1 (centres undefined),-5%,-3,·,6%,12%,5%,15%,15%,16%
COc1ccc(-c2csc(NC(=O)c3c(OC)cccc3OC)n2)cc1,0%,0,11%,-6%,?,36%[activator],-32%,11%,4%
Cc1ccc(-c2nn(-c3ccccc3)cc2C=O)o1,-17%,12,-4%,-2%,?,-23%,-14%,?,?
Fc1ccc(C(c2nnnn2Cc2cccs2)N2CCN(C3CCCCC3)CC2)cc1 (centres undefined),-1%,2,7%,2%,0%,-21%,19%,12%,8%
COc1ccc(-c2nc(N)n[nH]2)cc1,-13%,1,-4%,-4%,484%[activator],-8%,9%,2%,0%
Cc1nc2ccc(NC(=O)C3CCCCC3)cc2s1,-16%,-3,-2%,-7%,-11%,·,-34%,0%,·
Cc1ccc(COc2ccsc2C(=O)NN)cc1,7%,-7,14%,-7%,17%,?,3%,-4%,1%
COc1cc(OC)c(OC)cc1/C=N/NC(=O)C[n+]1ccccc1,-2%,-1,3%,-11%,-15%,-5%,-6%,3%,-10%

Source: PubChem
